# S100A4 MyoIIA = S100A4-myosin IIA interaction inhibition | P26447 | S100A4/TAMRA-MyoIIA peptide fluorescence polarization | inhibition, % at 10.7 µM | actives 0.14% (n = 360,000) | AID 652163;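 active = mean inhibition of at least 70% across replicates, with every replicate also reaching that level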
# Target sequence (P26447 whole entry, looked up): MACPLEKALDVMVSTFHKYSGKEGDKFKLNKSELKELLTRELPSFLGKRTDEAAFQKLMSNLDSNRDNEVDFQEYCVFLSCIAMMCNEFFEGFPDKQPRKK
#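 Test system: S100A4 monomer protein. Medium: HEPES buffer with Ca2+, pH 7.2. Reagent: fluorescent myosin IIA peptide, 5 nM. Compound dosing: single-point compound testing. Timing: 5 min between mix addition and reading. Benchmarks: DMSO neutral and TFP positive wells.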
# PglD DTNB = blocks C. jejuni PglD acetyltransferase activity | purified PglD enzyme, DTNB colorimetric CoA detection | inhibition, % at 12.5 µM | actives 0.098% (n = 360,000) | AID 602405; in the data active = inhibition above about 16%, passing the limit was not always enough; also: strong numbers were not always called active
# PAX8 inh HTS = lowers PAX8-driven luciferase in RMG-I cells; AID 652154; inhibition, % at 12.6 µM; actives 1.2% (n = 360,000); RMG-I TPO-luciferase reporter, SteadyGlo, 24 h;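 active = mean replicate inhibition at least 60% with every replicate also reaching 60%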;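 also: luciferase light reporting Pax8 driven TPO promoter activity; plate controls were median of neutral control wells for no effect and mitoxantrone controls for full effect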
# ERAP1 inh = blocks human ERAP1 aminopeptidase activity | inhibition, % at 10.7 µM | recombinant ERAP1, Leu-AMC fluorescence, 60 min | Q9NZ08 | actives 0.15% (n = 340,000);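 active = mean replicate inhibition of at least 30%, or all replicates individually reaching that 30% level; inactive = mean below 30% and not every replicate reaching it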;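 also: 0% = neutral control wells and 100% = L-leucinethiol positive control wells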
# Target sequence (Q9NZ08 whole entry, looked up): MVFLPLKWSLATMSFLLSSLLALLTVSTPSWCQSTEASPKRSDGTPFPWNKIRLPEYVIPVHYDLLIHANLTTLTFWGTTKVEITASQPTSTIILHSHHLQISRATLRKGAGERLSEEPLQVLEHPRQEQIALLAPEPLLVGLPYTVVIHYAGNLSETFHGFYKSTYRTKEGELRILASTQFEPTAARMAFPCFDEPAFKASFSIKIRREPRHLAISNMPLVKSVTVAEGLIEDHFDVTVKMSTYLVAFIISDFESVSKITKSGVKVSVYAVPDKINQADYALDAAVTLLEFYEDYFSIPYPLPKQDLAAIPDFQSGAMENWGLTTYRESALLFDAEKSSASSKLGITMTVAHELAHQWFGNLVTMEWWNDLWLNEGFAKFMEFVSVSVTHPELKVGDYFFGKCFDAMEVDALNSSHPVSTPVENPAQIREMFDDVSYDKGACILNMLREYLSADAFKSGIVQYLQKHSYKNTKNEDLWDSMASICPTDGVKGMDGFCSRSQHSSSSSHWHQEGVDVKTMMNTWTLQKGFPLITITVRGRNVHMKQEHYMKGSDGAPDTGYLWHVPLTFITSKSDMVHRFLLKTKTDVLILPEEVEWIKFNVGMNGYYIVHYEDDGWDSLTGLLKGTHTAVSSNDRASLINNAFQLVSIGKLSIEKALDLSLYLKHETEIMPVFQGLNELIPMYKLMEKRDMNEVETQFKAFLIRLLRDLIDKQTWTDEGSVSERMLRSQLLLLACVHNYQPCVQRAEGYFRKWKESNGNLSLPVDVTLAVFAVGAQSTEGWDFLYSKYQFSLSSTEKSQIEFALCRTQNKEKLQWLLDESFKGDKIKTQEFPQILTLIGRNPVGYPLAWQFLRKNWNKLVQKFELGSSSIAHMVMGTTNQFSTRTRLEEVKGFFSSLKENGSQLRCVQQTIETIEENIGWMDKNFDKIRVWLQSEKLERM
# LGR2 antag = Drosophila LGR2 receptor signaling inhibition | HEK293 LGR2, CRE-luciferase, bursicon-stimulated, 4 h | inhibition, % at 9.99 µM | actives 0.35% (n = 380,000);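 active = drop in luminescence signal, shown as inhibition above about 50% in the replicate tests, limit read from the data, passing the limit was not always enough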;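 also: agonist challenge used bursicon conditioned medium at about half maximal strength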
# EWS-Fli block = blocks EWS/Fli oncoprotein-driven transcription. actives 0.67% (n = 350,000). A673 NR0B1-luciferase reporter, viability-normalised. inhibition, % at 12.6 µM;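 active = mean inhibition of at least 50% after viability correction, with every replicate also passing that limit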;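 also: firefly luciferase signal divided by Alamar Blue viability fluorescence both relative to DMSO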
# PGC1a acetyl inh = PGC1a acetylation modulation, inhibitor mode. U2OS PGC1a acetylation, AlphaScreen anti-acetyl-lysine; with virally co-expressed GCN5 acetyltransferase. inhibition, % at 15.6 µM. actives 0.17% (n = 350,000). AID 651687;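 active = every replicate shows inhibition of at least 40%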;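 also: 0% = neutral control wells and 100% = positive control wells; some results beyond the cut were filed as inactive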
# FN deposition inh = fibronectin deposition inhibition; AH1F fibroblasts, Alexa488-fibronectin deposition fluorescence, overnight; inhibition, % at 12.6 µM; actives 0.086% (n = 350,000);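 active = mean inhibition across replicates of 30% or more, regardless of how many single replicates reach that level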;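 also: positive control wells lacked labelled fibronectin entirely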
#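 Material – AH1F fibroblast monolayer, labelled fibronectin deposition · Reagent – labelled fibronectin 24 nM · Timing – 1 h adhesion, overnight exposure · Measured by – fluorescence at 485 nm excitation, 525 nm emission · Read-out – inhibition of fibronectin deposition signal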
# Numbers without * were called inactive; . = no result given.
SMILES,S100A4 MyoIIA,PglD DTNB,PAX8 inh HTS,ERAP1 inh,LGR2 antag,EWS-Fli block,PGC1a acetyl inh,FN deposition inh
CCC(C(=O)NCCCN1CCN(CCCNC(=O)C(CC)c2ccccc2)CC1)c1ccccc1 (stereo unspecified),0,5,10,-3,4,10,.,-18
O=C1NC(c2ccccc2)=NC1(Nc1ccccn1)C(F)(F)F (stereo unspecified),1,.,11,2,-2,7,.,2
CNc1ccccc1C(=O)OCC(=O)N(CCOC)c1c(N)n(CC(C)C)c(=O)[nH]c1=O,0,0,7,9,-16,-5,-1,-9
N#C/C(=C\c1ccco1)C(=O)Nc1ccc(S(N)(=O)=O)cc1,1,.,26,-2,2,2,.,19
O=C1NC2=C(C(=O)CCC2)C(c2ccc3ncccc3c2)N1 (stereo unspecified),3,2,.,1,-17,2,8,.
C[C@H](NC(=O)C[C@H]1CC[C@H](NC(=O)C2CCC2)[C@H](CO)O1)c1ccccc1,3,-1,-4,2,-3,3,0,.
Cc1ccccc1-c1ccc(CN2C(C(C)C)C(=O)N(Cc3cn(CCC4OCCO4)nn3)CCS2(=O)=O)cc1 (stereo unspecified),-2,-2,7,9,20,-14,6,-3
CCC(NS(=O)(=O)c1ccc(OC)cc1)C(=O)NCCC1=CCCCC1 (stereo unspecified),2,1,.,-3,2,0,-2,.
O=C(C[C@@H]1CC[C@H]2[C@@H](COC[C@@H](O)CN2C(=O)c2ccc3c(c2)OCO3)O1)NCCN1CCCCC1,-12,-1,-3,0,10,-2,3,-7
COc1ccc(S(=O)(=O)N[C@H]2C=C[C@@H](CC(=O)NCCc3ccccc3)O[C@@H]2CO)cc1,7,1,-4,-1,15,2,-2,.
COc1ccc(S(=O)(=O)N(C)C[C@@H]2Oc3c(NC(=O)Nc4ccc(C(F)(F)F)cc4)cccc3C(=O)N([C@@H](C)CO)C[C@H]2C)cc1,-18,-3,5,0,7,-5,4,7
COCc1nnc(NC(=O)c2ccc(S(=O)(=O)N3CCOCC3)cc2)o1,-1,-3,18,3,1,3,.,2
O=C(Cc1ccc(F)cc1)N[C@@H]1c2ccccc2CC[C@@H]1OCc1ccccc1,4,0,-8,-1,-2,2,1,11
Cc1ccc(OCc2ccc(C(=O)NCc3cccnc3)cc2)cc1C,3,.,-39,-7,-28,-49,.,-4
CC1=NNC(=O)C1CCC(=O)N/N=C/c1ccco1 (stereo unspecified),1,0,-1,7,20,-1,1,0
CCC1=C(OC(=O)N(CC)CC)N2C(=O)OC(=NCC(=O)OC)[C@]2(C)[C@H]2C1=CC[C@H]1C(=O)NC(=O)[C@H]12,-3,-2,-8,5,-10,0,6,-6
Cc1ccc(NC(=O)NCc2ccncc2)cc1Cl,-8,.,-11,-4,0,4,.,-11
COc1cc(NC(=O)c2ccc(OCc3c(C)noc3C)c(OC)c2)cc(OC)c1,0,-9,13,3,-3,-13,-3,-1
NC(=O)COC(=O)c1c2c(nc3ccccc13)CCC2,-4,.,-17,-3,4,11,-1,7
CC1(C(=O)NS(=O)(=O)C2CC2)CCCN(C(=O)c2ccc3c(c2)OCO3)C1 (stereo unspecified),11,1,10,7,2,0,.,-1
Cc1c(C2(O)CCCCC2)[nH]c2ncccc12,-1,-1,-16,.,6,-18,.,-4
COc1ccccc1-c1nc(SC)n[nH]1,2,-7,8,6,-9,-19,.,2
NC(=O)c1cccc2ccccc12,5,-3,2,1,15,-5,4,-13
Cc1ccc(CNC(=O)CN(c2ccc(Cl)cc2)S(C)(=O)=O)cc1,-23,-4,-48,-1,-14,-60,-2,5
CCCCN(C)C(=O)C1CCCN(S(=O)(=O)c2ccc3c(c2)CC(C)N3C(=O)C2CC2)C1 (stereo unspecified),-2,1,-14,-3,-12,.,.,9
O=C(C1CCCC1)N1CC2(C1)[C@H](c1ccccc1)[C@@H](CO)N2CCC(F)(F)F,8,.,.,-1,-6,-4,-8,-5
C[C@@H]1CN([C@@H](C)CO)C(=O)c2cccc(NS(=O)(=O)c3cn(C)cn3)c2O[C@H]1CN(C)Cc1ccccc1,-5,4,-1,1,-2,-3,.,.
Cc1nn(C(C)C(=O)c2cccc(Cl)c2)c(C)c1[N+](=O)[O-] (stereo unspecified),8,.,3,-1,3,-6,.,-2
O=c1c2c([N+](=O)[O-])cc([N+](=O)[O-])cc2nc2ccccn12,1,2,12,0,-8,19,-2,4
COCC(=O)Nc1ccc2c(c1)C(=O)N(C)C[C@@H](OC)[C@H](C)CN(Cc1ccncc1)[C@H](C)CO2,11,2,-12,-3,9,-5,-2,-1
O=C(CCc1ccc(S(=O)(=O)N2CCOCC2)cc1)OCC(=O)c1ccc(Br)cc1,-2,2,2,1,-2,-1,0,-1
O=c1c2nnn(-c3cccc(F)c3)c2ncn1Cc1ccccn1,-4,.,-5,-1,-17,1,6,.
O=Cc1cn(CC(O)CN2CCCCC2)c2ccccc12 (stereo unspecified),-12,.,-2,0,14,-16,.,.
C[C@H](CO)N1C[C@H](C)[C@@H](CN(C)S(=O)(=O)c2ccc(Cl)cc2)Oc2ccc(NC(=O)Nc3ccc(F)cc3)cc2C1=O,-2,-1,-1,0,8,-6,-2,.
CCC(C)(C)n1nnnc1C(c1ccccn1)N1CCOCC1 (stereo unspecified),.,5,.,.,-7,.,-5,1
CNC[C@@H]1OCCCC[C@@H](C)Oc2ccc(NC(=O)NC3CCCCC3)cc2C(=O)N([C@H](C)CO)C[C@H]1C,-10,1,-5,4,0,-5,6,.
Cc1ccc(C(=O)N2CCN(S(=O)(=O)c3ccccc3[N+](=O)[O-])C2)cc1,-1,-2,-50,4,-5,-20,.,-3
CC1C(=O)N(Cc2cn(CCC3OCCCO3)nn2)CCS(=O)(=O)N1Cc1ccc(-c2cccc(CO)c2)cc1 (stereo unspecified),8,0,-28,-4,-9,0,2,-2
CC(C)(C)NC(=O)C1c2ccccc2OCC(=O)N1CC(F)(F)F (stereo unspecified),-4,.,-14,-4,-19,-7,.,-10
O=C(NCc1ccccn1)[C@@H]1[C@@H](CO)[C@@H]2Cn3c(cccc3=O)[C@H]1N2CC1CCCC1,-1,.,.,-3,-15,-1,9,.
C[C@@H]1CCCCO[C@@H](CN(C)Cc2ccccc2)[C@@H](C)CN([C@H](C)CO)C(=O)c2cc(NC(=O)Nc3ccc(C(F)(F)F)cc3)ccc2O1,2,-2,77*,-4,23,-13,-3,3
Cc1sc2nc(CN3CCCC3)nc(N3CCN(C(=O)c4ccco4)CC3)c2c1C,-3,.,8,-2,.,-5,10,-3
Cc1cc2nccc(-c3cccnc3)n2n1,-17,.,-3,3,16,-5,5,-1
O=C(Cc1ccncc1)N[C@@H]1CC[C@@H](CCn2cc(-c3ccccc3F)nn2)O[C@H]1CO,-5,2,-11,-2,-6,-7,-9,2
C[C@H](CO)N1C[C@H](C)[C@@H](CN(C)C(=O)C2CC2)Oc2cc(/C=C/c3ccccc3)ccc2S1(=O)=O,-3,-1,.,0,0,6,3,10
COc1ccc(-c2[nH]ncc2CN2CCSCC2)c(OC)c1,-6,.,17,-1,-11,10,-7,4
O=S(=O)(NCCc1cn2ccccc2n1)c1ccc2c(c1)OCCO2,-1,-4,-2,6,-13,11,.,7
COC(=O)c1ccccc1NC(=S)NC(C)=O,-2,.,28,-1,12,-2,-11,10
COC(=O)CCc1c(C)c(C(=O)c2cccc(OC)c2OC)c2ccccn12,2,1,-29,4,17,1,.,3
CCCCNC(=S)NNC(=O)c1csc(C)c1,.,5,-52,.,.,.,-6,8
O=C(Nc1ccccc1)N[C@H]1CC[C@H](CCn2cc(-c3ccccc3F)nn2)O[C@@H]1CO,1,.,.,14,-1,4,.,.
CCC(=O)Nc1ccc2c(c1)C(=O)N(C)C[C@H](OC)[C@H](C)CN(C(=O)Cc1ccccn1)[C@@H](C)CO2,1,-2,-15,-2,3,0,4,-2
Cc1ccc(S(=O)(=O)NC(C)C(=O)Nc2ccccc2C(=O)N2CCCC2)cc1 (stereo unspecified),.,0,-2,.,.,.,9,-4
Cc1nn(C)cc1CNCc1ccc(OCC(O)CN(C)Cc2ccccc2)cc1 (stereo unspecified),-8,-2,22,-2,17,10,-10,-3
CC(C)C#Cc1cnc2c(c1)C(=O)N([C@@H](C)CO)C[C@H](C)[C@@H](CN(C)C(=O)Nc1ccccc1F)O2,-4,0,.,-1,-7,-11,2,.
CC(c1ccon1)N(C)Cc1cn(C)nc1-c1cccc(Cl)c1 (stereo unspecified),1,.,-1,-1,-7,0,-10,.
COc1ccc2sc(N(CCN(C)C)C(=O)/C=C/c3cccs3)nc2c1,-3,.,13,12,37,-3,.,13
S=c1[nH]nc(Cc2noc3ccccc23)n1-c1ccc(Cl)cc1,1,.,-22,2,-18,-14,.,3
CCOC(=O)C(=CNNc1ccccc1)C(=O)OCC,0,6,-4,.,1,3,-4,5
COc1ccc(S(=O)(=O)N(C)C[C@H]2Oc3c(NS(C)(=O)=O)cccc3C(=O)N([C@H](C)CO)C[C@H]2C)cc1,-29,1,.,-1,-7,4,0,.

# In another format: results already given.
# The line under a structure holds: S100A4 MyoIIA | PglD DTNB | PAX8 inh HTS | ERAP1 inh | LGR2 antag | EWS-Fli block | PGC1a acetyl inh | FN deposition inh
> Cc1ccc(S(=O)(=O)NC(C)C(=O)Nc2ccccc2C(=O)N2CCCC2)cc1 (stereo unspecified)
  . | 0 | -2 | . | . | . | 9 | -4
> Cc1nn(C)cc1CNCc1ccc(OCC(O)CN(C)Cc2ccccc2)cc1 (stereo unspecified)
  -8 | -2 | 22 | -2 | 17 | 10 | -10 | -3
> CCOC(=O)C(=CNNc1ccccc1)C(=O)OCC
  0 | 6 | -4 | . | 1 | 3 | -4 | 5
> O=C(Cc1ccncc1)N[C@@H]1CC[C@@H](CCn2cc(-c3ccccc3F)nn2)O[C@H]1CO
  -5 | 2 | -11 | -2 | -6 | -7 | -9 | 2
> COc1ccc(S(=O)(=O)N(C)C[C@H]2Oc3c(NS(C)(=O)=O)cccc3C(=O)N([C@H](C)CO)C[C@H]2C)cc1
  -29 | 1 | . | -1 | -7 | 4 | 0 | .
> COC(=O)CCc1c(C)c(C(=O)c2cccc(OC)c2OC)c2ccccn12
  2 | 1 | -29 | 4 | 17 | 1 | . | 3
> COc1ccc2sc(N(CCN(C)C)C(=O)/C=C/c3cccs3)nc2c1
  -3 | . | 13 | 12 | 37 | -3 | . | 13

# Remaining list, next part
SMILES,S100A4 MyoIIA,PglD DTNB,PAX8 inh HTS,ERAP1 inh,LGR2 antag,EWS-Fli block,PGC1a acetyl inh,FN deposition inh
COc1cc2sc(-c3ccc(S(C)(=O)=O)cc3)c(C(=O)NCc3ccc(C)o3)c2cc1OC,1,-3,5,1,-14,7,-15,-3
O=C(COc1ccc2ccc(=O)oc2c1)N1CCN(c2ccccc2)CC1,-1,-3,-5,-2,1,0,40,1
CN1CCc2c(sc3nc(SCC(N)=O)n(-c4ccc(Cl)cc4)c(=O)c23)C1,-3,1,-1,2,-3,4,.,.
CC(C)(C)c1ccc(C(=O)N2CCNC(=O)C2CC(=O)Nc2ccc(F)cc2)cc1 (stereo unspecified),-3,-3,0,0,5,-2,-4,.
O=C(OCC(=O)N1CCCC1)c1cc([N+](=O)[O-])ccc1Cl,-1,2,13,-1,-11,10,-8,3
Cn1ncc2c(c(SCc3ccc(Cl)cc3Cl)nn2C)c1=O,-1,.,7,-2,.,-7,.,10
COc1ccc(CN(C)C[C@H]2OCCCC[C@H](C)Oc3ccc(NC(=O)Nc4ccc(OC)cc4)cc3C(=O)N([C@@H](C)CO)C[C@H]2C)cc1,4,4,-27,-3,-1,5,33,-3

# Laid out differently: results already given
smiles	S100A4 MyoIIA	PglD DTNB	PAX8 inh HTS	ERAP1 inh	LGR2 antag	EWS-Fli block	PGC1a acetyl inh	FN deposition inh
CC(C)(C)c1ccc(C(=O)N2CCNC(=O)C2CC(=O)Nc2ccc(F)cc2)cc1 (stereo unspecified)	-3	-3	0	0	5	-2	-4	.
O=C(OCC(=O)N1CCCC1)c1cc([N+](=O)[O-])ccc1Cl	-1	2	13	-1	-11	10	-8	3

# Screens from PubChem BioAssay.
